# S1P4 agonist: human S1P4 receptor agonism; S1P4-expressing cell line, agonist reporter assay; activation, % at 4.98 µM; 0.35% of 220,000 active; AID 1509; in the data active means activation above about 11%;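 further: 0% = DMSO vehicle and 100% = reference agonist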
# Target sequence (O95977 whole entry, looked up): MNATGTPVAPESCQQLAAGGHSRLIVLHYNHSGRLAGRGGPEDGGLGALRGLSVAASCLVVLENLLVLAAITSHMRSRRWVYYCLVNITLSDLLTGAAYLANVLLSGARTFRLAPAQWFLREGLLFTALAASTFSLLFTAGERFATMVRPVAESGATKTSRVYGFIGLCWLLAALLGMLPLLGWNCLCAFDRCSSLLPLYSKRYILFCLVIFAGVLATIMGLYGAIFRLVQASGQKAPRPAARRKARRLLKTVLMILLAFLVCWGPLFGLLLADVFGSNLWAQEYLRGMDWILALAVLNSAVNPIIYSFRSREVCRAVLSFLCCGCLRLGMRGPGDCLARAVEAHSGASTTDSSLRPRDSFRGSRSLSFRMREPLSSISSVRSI
# BaF3 tox: counter-screen for JAK2V617F inhibitors: parental Ba/F3 viability inhibitors. AID 1486. 1.1% of 220,000 active. CellTiter-Glo ATP luminescence. inhibition, % at 5.6 µM;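 active means inhibition above a per-campaign cutoff, the mean inhibition of all tested compounds plus 3 SD, cut at about 27% in these data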;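 further: 0% = DMSO wells and 100% = JAK Inhibitor I control wells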
# NPY-Y1 PAM-ag: human NPY-Y1 potentiation or agonism, primary screen | P25929 | 0.37% of 220,000 active | NPY-Y1 expressing cells, potentiator/agonist activation | activation, % at 3.6 µM; in the data active means activation above about 33%, passing the limit was not always enough;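 further: cells stimulated with NPY at EC10 then isoproterenol at EC100; 0% = low agonist plus stimulus and 100% = saturating agonist plus stimulus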
# NPY-Y1 antag: blocks the human neuropeptide Y Y1 receptor | P25929 | HEK293-CNG Y1 cells, membrane potential fluorescence; NPY at EC95, then isoproterenol | inhibition, % at 3.6 µM | 1% of 200,000 active | AID 1040;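 active means inhibition above the campaign mean inhibition of all tested compounds plus 3 SD, cut at about 20% in these data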;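 further: 0% = DMSO wells given NPY plus isoproterenol and 100% = isoproterenol alone without NPY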
#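 Test system – HEK293 Y1/CNG channel cell line · Also added – NPY agonist 25 nM, then isoproterenol 1 µM plus Ro 20-1724 25 µM · Compound dosing – one concentration, 3.6 µM, in 0.4% DMSO · Schedule – compound incubation 1 h at room temperature, readout 45 min post-stimulation · Technique – fluorescence, membrane potential probe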
# CHOP inhibitor: CHOP inhibition in unfolded protein response; CHO-K1 CHOP-promoter luciferase, tunicamycin-induced, 15-18 h; inhibition, % at 10 µM; 3.8% of 220,000 active; AID 2732;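 active means compounds that reduced the stress-induced luciferase reporter signal by more than about 70% of percent inhibition, limit read from the data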;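 further: 0% = tunicamycin plus vehicle and 100% = wells without tunicamycin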
# NPY2 pot ag: potentiators or agonists of human neuropeptide Y receptor Y2 | P49146 | cells expressing NPY-Y2, potentiator/agonist read-out | activation, % at 3.6 µM | 0.45% of 220,000 active | AID 1359; in the data active means activation above about 27%;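 further: cells stimulated with NPY near EC25 plus isoproterenol at EC100; 0% = vehicle plus submaximal agonist and 100% = vehicle plus saturating agonist; some results beyond the cut were filed as inactive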
# Target sequence (P49146 whole entry, looked up): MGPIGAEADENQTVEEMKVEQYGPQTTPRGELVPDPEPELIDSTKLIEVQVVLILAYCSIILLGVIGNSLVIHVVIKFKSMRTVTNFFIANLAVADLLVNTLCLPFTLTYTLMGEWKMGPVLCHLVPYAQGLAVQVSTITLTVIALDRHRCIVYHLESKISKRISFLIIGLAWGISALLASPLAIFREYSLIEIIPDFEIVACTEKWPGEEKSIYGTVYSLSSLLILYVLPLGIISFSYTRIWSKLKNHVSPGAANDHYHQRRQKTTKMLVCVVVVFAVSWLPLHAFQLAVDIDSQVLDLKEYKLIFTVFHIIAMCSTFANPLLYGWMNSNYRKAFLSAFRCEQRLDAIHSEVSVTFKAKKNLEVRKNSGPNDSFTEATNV
# S1P4 antag: antagonists of human S1P4 receptor; S1P4-expressing cells, antagonist mode, reporter read-out; inhibition, % at 4.98 µM; 0.26% of 220,000 active; AID 1510; in the data active means inhibition above about 29%;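 further: 0% = wells stimulated with agonist and 100% = vehicle wells without agonist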
# Ba/F3 V617F tox: reduce viability of Ba/F3 cells dependent on JAK2V617F; AID 1446; inhibition, % at 5.6 µM; 1.1% of 220,000 active; Ba/F3 EpoR-JAK2V617F viability, ATP luminescence;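 active means inhibition above the campaign mean plus 3 SD over all tested compounds, cut at about 24% in these data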;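 further: cytokine-independent growth of Ba/F3 cells driven by EpoR plus mutant JAK2; 0% = DMSO-treated cells and 100% = JAK inhibitor I control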
# p47phox inh: inhibitors of human p47phox binding | P14598 | 0.53% of 220,000 active | inhibition, % at 24.7 µM | p47phox/p22phox peptide binding, fluorescence polarization, 2 h | AID 1274;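 active means inhibition above about 30%, limit read from the data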;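 further: 0% = p47phox with labelled peptide and 100% = labelled peptide alone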
# * = called active by the depositor; · = no result given. An unsorted share of the library; overall some 7.1% were active at least once.
SMILES,S1P4 agonist,BaF3 tox,NPY-Y1 PAM-ag,NPY-Y1 antag,CHOP inhibitor,NPY2 pot ag,S1P4 antag,Ba/F3 V617F tox,p47phox inh
C/C(=N\NC(=S)NCc1ccccc1)c1cccc(Br)c1,0.0,6,-20,2,15,-11,-23,-1,-22
O=C(C1=C[C@H](c2ccc(C(F)(F)F)cc2)C[C@H](OCc2ccc(CO)cc2)O1)N1CCN(Cc2ccccc2)CC1,-2.3,5,-25,-6,11,-3,18,6,·
CCC(C)(C(=O)NC1CCCCC1)N(C(=O)c1cnccn1)c1c(C)n(C)n(-c2ccccc2)c1=O (stereo not given),0.1,0,13,2,17,4,-4,0,-9
CCCCSC1=C(C#N)C(c2ccccc2C)CC(=O)N1 (stereo not given),0.0,1,12,2,22,6,-5,-3,-12
O=C(Cc1cccs1)N(CC1CCCO1)C1(C(=O)NC2CCCCC2)CCCCC1 (stereo not given),0.8,8,-2,50*,18,-3,-14,3,0
O=C(Nc1nnc(C2CC2)s1)c1cc(S(=O)(=O)N2CCN(c3ccccc3)CC2)ccc1Cl,1.2,1,14,-6,12,-1,-20,0,-87
O=C(Nc1ccc2c(c1)OCO2)C(c1ccc(Cl)cc1)N1CCN(C(=O)c2ccco2)CC1 (stereo not given),0.1,1,8,1,10,7,-3,-2,-8
O=S(=O)(c1ccccc1)N(CC(O)CN1CCCCC1)c1ccccc1 (stereo not given),1.8,3,-2,0,-9,-18,7,1,20
COc1ccc(N2CSC3=C(C#N)C(c4cc(OC)ccc4OC)CC(=O)N3C2)c(OC)c1 (stereo not given),-0.8,8,-1,-3,-48,-3,6,7,7
CCSC1=NC(C)(C)C=C(/C=C/c2ccc(Cl)cc2Cl)N1,1.5,7,-20,4,35,-16,9,5,-37
COc1cc(/C=C(\C#N)C(=O)Nc2cccnc2)ccc1OC(C)C,0.5,7,34,-2,4,2,-15,-2,-6
Cc1cc(NC(=O)CN2CCCC(C)C2)no1 (stereo not given),1.1,-1,5,-6,11,3,-4,-3,-9
COc1ccc(NS(=O)(=O)c2cc(NC(=O)c3ccncc3)ccc2N2CCOCC2)cc1,0.5,2,-3,11,-6,6,2,1,-5
CN(C)S(=O)(=O)c1ccc(C(=O)N2CCCC2c2nc3ccccc3s2)cc1 (stereo not given),1.3,4,17,-1,43,5,3,-2,2
O=C(COC(=O)c1ccccn1)NCc1ccccc1Cl,27*,2,1,-4,-35,7,-8,-3,0
CNC(=O)c1ccsc1NC(=O)c1ccc(S(=O)(=O)N2CCOCC2)cc1,1.5,4,-3,1,2,-1,-21,3,7
O=C(CN1CCN(c2ncc(C(F)(F)F)cc2Cl)CC1)NCCNc1ncc(C(F)(F)F)cc1Cl,1.0,4,-3,0,101*,-3,-16,6,-8
C=CCn1c(C(C)NC(=O)c2ccc(C)cc2)n[nH]c1=S (stereo not given),0.1,2,6,6,34,4,-40,-1,-7
CCOc1ccc(C(=O)NCC(=O)N2CCC(C)CC2)cc1OCC,0.5,8,2,3,-6,2,-1,-1,-1
CN(C)CCN1C(=O)C(O)=C(C(=O)c2cc3ccccc3o2)C1c1ccc(N(C)C)cc1 (stereo not given),-3.7,4,11,4,26,4,13,2,-6
CCOC(=O)C1=C(N)Oc2c(oc(CO)cc2=O)C1c1c(F)cccc1Cl (stereo not given),-0.1,6,-6,1,42,9,7,-3,-7
O=C(N/N=C/c1cn(-c2cccs2)nc1-c1ccccc1)c1ccccc1Br,11*,10,11,0,29,-4,1,7,-14
COc1ccc(-n2ncc3c(N4CCC(C(N)=O)CC4)ncnc32)cc1,-1.4,2,-2,-11,-19,3,15,-3,5
O=S(=O)(Cc1cc(Sc2ccccc2)nc(-c2ccccc2)n1)c1ccccc1,1.3,6,4,-3,38,-1,-16,6,-10
Cc1cc(C(=O)CSc2nc(N)cc(=O)[nH]2)c(C)n1-c1ccc(OC(F)F)cc1,1.2,52*,-20,1,61,14,-29,40*,-11
CCN(CC)C(=O)c1ccccc1NS(C)(=O)=O,-1.5,-1,37*,1,-28,4,-7,-9,-7
CN1CCC(NC(=O)Cc2c(F)cccc2Cl)CC1,1.4,0,-29,4,34,2,3,-1,-5
O=C(NC1=NCCS1)c1cc(-c2cccnc2)nc2ccccc12,3.8,2,13,-3,20,0,-6,2,-2
COC(=O)c1ccc(SCC(=O)NC2CCCC2)c([N+](=O)[O-])c1,-1.4,8,-32,5,20,-5,-1,5,-9
CC(C)OC(=O)c1cccc(C(=O)Oc2ccccc2)n1,-0.7,-1,15,-4,18,1,-2,-1,4
COC(=O)c1[nH]c2ccc(C)cc2c1NS(=O)(=O)c1ccc(F)c(C)c1,-0.1,6,-7,0,8,3,-14,-2,-5
CC(C)CNS(=O)(=O)c1ccc(OCC(=O)Nc2ccc3c(c2)OCCO3)cc1,1.5,4,5,6,2,0,-1,-3,-1
Cc1cccc(C(=O)N2CCC(=O)N(C(COCc3cccc(C(F)(F)F)c3)Cc3ccccc3)CC2)c1 (stereo not given),0.1,1,-9,5,29,-14,-4,0,-8
Cc1ccc(CN2CCN(Cc3ccc(OC(C)C)cc3)CC2CCO)o1 (stereo not given),2.0,0,8,4,4,-1,8,-3,-7
CC(=O)N1CCN(CCN=CC2=C(O)CC(c3ccc(Cl)cc3)CC2=O)CC1 (stereo not given),-0.9,1,3,10,5,10,0,-1,-21
CCOc1cc(C(=O)N2CCN(c3ccccc3)CC2)cc(OCC)c1OCC,-0.2,-2,13,7,17,-20,-1,-2,-4
C[C@H]1O[C@H](O[C@H]2[C@H](O)[C@@H](O)[C@@H](O[C@H]3[C@H](O)[C@@H](O)C(O)O[C@@H]3CO)O[C@@H]2CO)[C@H](O)[C@@H](O)[C@@H]1N[C@H]1C=C(CO)[C@@H](O)[C@H](O)[C@H]1O (stereo not given in full),0.6,-7,6,-2,-1,15,-1,24*,13
CCN(C(=O)COC(=O)c1cc(NS(=O)(=O)c2ccc(Cl)c([N+](=O)[O-])c2)ccc1O)C1CCCCC1,3.6,0,4,6,3,-2,-18,-3,-9
Nc1nc(N2CCN(C/C=C/c3ccccc3)CC2)nc2ccccc12,1.2,3,-22,22*,-1,11,4,-1,12
CC/C(Cc1ccccc1)=N/NC(=O)c1cccc(Br)c1,0.2,8,-2,3,4,-9,-4,2,-6
COc1ccc(CCNc2ncnc3c2[nH]c2cc(OC)c(OC)cc23)cc1OC,-1.2,-1,13,·,-10,-27,2,2,-40
O=C(Nc1cccnc1)c1ccc2c(c1)C(=O)N(CC1CCCO1)C2=O (stereo not given),-0.3,2,7,-5,-18,0,-7,-3,-25
CCOC(=O)C(C)Oc1ccc(C2NC(=O)NC(C)=C2C(=O)Nc2ccccc2C)cc1 (stereo not given),0.2,1,-10,4,25,1,-14,-3,-15
CCc1n[nH]c(=S)n1/N=C/c1ccc(NC(C)=O)cc1,0.8,5,-9,9,-7,-14,-7,0,-6
COc1ccccc1N(CC(=O)NC(C)(C)C)C(=O)c1ccc(Cl)nc1,1.5,15,1,5,3,-11,5,4,-1
COc1ccc(C(=O)Nc2cnn(Cc3c(F)cccc3Cl)c2)cc1OC,-0.6,-2,17,·,-33,2,-3,-3,-11
O=C(Nc1cc(S(=O)(=O)N2CCCC2)ccc1OCC(F)(F)F)c1ccccc1F,0.2,2,11,6,40,5,10,-3,-14
CC(/C=N/NC(=O)c1ccccn1)=C\c1ccco1,0.5,0,13,·,-33,13,2,-2,-18
Cc1ccc(S(=O)(=O)NC2CCCc3ccccc32)cc1C (stereo not given),-3.0,3,11,-1,45,4,-13,-1,-12
S=C(NCc1ccccc1)NNc1ccccc1,1.7,8,4,0,11,-9,2,3,0
Cc1ccc(C)c(N(CC(=O)Nc2ccccc2C(=O)NCc2ccco2)S(=O)(=O)c2ccccc2)c1,-0.6,4,3,1,4,13,-13,-1,-6
Fc1cc(F)cc(NC(=S)Nc2ccccc2N2CCOCC2)c1,1.0,10,0,5,1,-9,-9,4,-4
CCc1ccccc1NC(=O)CN(c1ccc(OC)cc1OC)S(=O)(=O)c1ccccc1[N+](=O)[O-],1.3,14,2,17,12,-21,-3,5,2
Cc1ccc2nc(NCCCO)nc(-c3ccccc3)c2c1,3.5,4,17,6,15,2,1,0,-4
COc1ccc(Br)cc1S(=O)(=O)NCCN1CCOCC1,1.5,3,12,-1,12,17,-6,2,8
O=C(CN(C(=O)Cn1nnc(-c2cccs2)n1)c1ccc2c(c1)OCCO2)NC1CCCCC1,2.0,1,-1,-12,23,-5,-1,-2,-4
CS(=O)(=O)N1CCc2cc(NC(=O)c3ccc(Cl)cc3Cl)ccc21,-0.3,6,7,-6,-23,5,-24,7,5
O=C(/C=C/c1ccc(OCc2c(F)cccc2Cl)cc1)N1CCOCC1,-0.1,68*,-15,5,-2,-5,-4,64*,3
COc1cc(/C=C(\C#N)c2nc3c(s2)CC(C)CC3)ccc1O (stereo not given),6.1,6,38,1,94*,23,1,-1,-66
COc1ccc(C(=O)Nc2ccc(S(=O)(=O)Nc3onc(C)c3C)cc2)cc1OC,-0.6,7,-10,-2,6,-5,-2,3,-15

# Following part
SMILES,S1P4 agonist,BaF3 tox,NPY-Y1 PAM-ag,NPY-Y1 antag,CHOP inhibitor,NPY2 pot ag,S1P4 antag,Ba/F3 V617F tox,p47phox inh
Fc1ccc(NC(=S)Nc2nccs2)cc1,0.2,6,3,-6,-217,10,-7,2,-5
CC1CCCCC1N1CCN(C(=O)c2cccc(F)c2)CC1 (stereo not given),-0.9,3,-14,2,-25,-23,-4,2,-13
COCc1cc(C(C)=O)ccc1OC,0.9,0,-3,-3,-15,-28,3,-2,-7
O=S(=O)(NC1CCCCC1NCc1ccco1)c1ccc(Cl)cc1 (stereo not given),-0.9,2,-6,0,-2,6,-15,0,-10
CNc1nc(Nc2ccc(C)c(Cl)c2)nc(N)c1[N+](=O)[O-],-0.5,8,11,-4,82*,9,4,-1,-36
Cc1cccc(C(=O)N2CCCCCC2)c1[N+](=O)[O-],1.4,-1,11,4,3,8,-2,-3,-6
CC(=O)c1c(N2CCCCC2)nc(=S)n(-c2ccccc2)c1C,-1.2,41*,0,4,-18,4,19,23,-12
Cc1nc2ccccn2c1C(=O)NCCCN1CCOCC1,1.9,4,-7,0,-2,9,-28,2,-2
C/C(=C1/SC(N2CCOCC2)=NC1=O)c1ccc(Br)cc1,0.0,0,12,-4,19,-5,-8,-1,-6
CC12CCC(C(=O)N(Cc3ccccc3)Cc3ccccc3)(OC1=O)C2(C)C (stereo not given),1.2,4,-37,19,37,-31,10,2,3

# Nothing new here: two of the compounds above.
SMILES,S1P4 agonist,BaF3 tox,NPY-Y1 PAM-ag,NPY-Y1 antag,CHOP inhibitor,NPY2 pot ag,S1P4 antag,Ba/F3 V617F tox,p47phox inh
C/C(=C1/SC(N2CCOCC2)=NC1=O)c1ccc(Br)cc1,0.0,0,12,-4,19,-5,-8,-1,-6
CC12CCC(C(=O)N(Cc3ccccc3)Cc3ccccc3)(OC1=O)C2(C)C (stereo not given),1.2,4,-37,19,37,-31,10,2,3

# Looked up above:
# In NPY2 pot ag, CC(=O)c1c(N2CCCCC2)nc(=S)n(-c2ccccc2)c1C has the entry 4
# In BaF3 tox, COCc1cc(C(C)=O)ccc1OC has the entry 0
# In BaF3 tox, CNc1nc(Nc2ccc(C)c(Cl)c2)nc(N)c1[N+](=O)[O-] has the entry 8
# In BaF3 tox, C/C(=C1/SC(N2CCOCC2)=NC1=O)c1ccc(Br)cc1 has the entry 0
# In p47phox inh, Cc1cccc(C(=O)N2CCCCCC2)c1[N+](=O)[O-] has the entry -6
# In NPY-Y1 PAM-ag, O=S(=O)(NC1CCCCC1NCc1ccco1)c1ccc(Cl)cc1 (stereo not given) has the entry -6
